# Source: PubChem BioAssay
# GPR151 ag: activators of human GPR151, primary screen, cell-based, PathHunter beta-arrestin, luminescence | AID 1508602, 2020 | hit rate 1% among 650,000 | G-protein coupled receptor 151 (Homo sapiens), Q8TDV0 | activation, % at 11.2 µM | PathHunter beta-arrestin GPR151 cells; in the data active = activation above about 4.9%;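 note: 0% = median of compound wells and 100% = cells with positive control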
# Target sequence (Q8TDV0 whole entry, looked up): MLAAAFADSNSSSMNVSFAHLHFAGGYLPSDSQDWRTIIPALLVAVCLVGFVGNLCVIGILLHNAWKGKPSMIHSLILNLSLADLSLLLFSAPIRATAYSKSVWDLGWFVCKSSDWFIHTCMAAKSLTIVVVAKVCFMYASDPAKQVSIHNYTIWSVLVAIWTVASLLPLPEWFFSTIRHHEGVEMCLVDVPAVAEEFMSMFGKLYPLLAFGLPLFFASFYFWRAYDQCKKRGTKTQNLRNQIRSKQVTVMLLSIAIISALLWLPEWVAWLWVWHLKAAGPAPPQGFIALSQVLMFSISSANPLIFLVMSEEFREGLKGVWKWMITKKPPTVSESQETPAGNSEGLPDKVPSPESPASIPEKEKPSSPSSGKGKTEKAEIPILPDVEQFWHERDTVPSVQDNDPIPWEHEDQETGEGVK
# MITF primary: MITF inhibitors, primary screen, biochemical, AlphaScreen, human; AlphaScreen MITF homodimerization, bead proximity signal; inhibition, % at 2.6 µM; hit rate 0.91% among 650,000; AID 1259374, 2018; in the data active = inhibition above about 50%;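 note: 0% = vehicle wells with protein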
# Target sequence (O75030 whole entry, looked up): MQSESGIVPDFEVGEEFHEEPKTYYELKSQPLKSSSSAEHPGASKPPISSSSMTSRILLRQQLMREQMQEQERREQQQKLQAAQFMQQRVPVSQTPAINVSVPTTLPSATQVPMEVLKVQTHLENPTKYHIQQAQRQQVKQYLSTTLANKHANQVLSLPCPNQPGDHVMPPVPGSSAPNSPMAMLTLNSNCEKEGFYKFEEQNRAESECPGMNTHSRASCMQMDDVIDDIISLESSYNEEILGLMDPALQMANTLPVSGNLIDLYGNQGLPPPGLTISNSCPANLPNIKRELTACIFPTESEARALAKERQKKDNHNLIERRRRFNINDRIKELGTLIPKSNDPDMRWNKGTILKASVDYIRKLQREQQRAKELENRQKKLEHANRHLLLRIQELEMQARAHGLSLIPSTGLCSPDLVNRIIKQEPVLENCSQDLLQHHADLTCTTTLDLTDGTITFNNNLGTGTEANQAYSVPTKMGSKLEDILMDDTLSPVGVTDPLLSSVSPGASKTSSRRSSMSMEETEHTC
# FBW7 act: FBW7 E3 ligase activators, primary screen, biochemical, AlphaScreen, human; F-box/WD repeat-containing protein 7 (Homo sapiens), Q969H0; AlphaScreen FBW7–phospho-cyclin E peptide binding, activator screen; normalized activity (activation), % at 26.1 µM; AID 1259310, 2017; hit rate 0.13% among 650,000; in the data active = normalized activity above about 1.9%;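 note: purified mutant Fbw7 with reduced substrate affinity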
# TEAD-YAP inh: TEAD-YAP interaction inhibition, primary screen, TEAD-YAP interaction inhibitor project, luminescence, HEK-TIYL cells | hit rate 1.4% among 640,000 | AID 1259422, 2018 | TEAD-Gal4/YAP UAS-luciferase luminescence | inhibition, % at 9.12 µM; in the data active = inhibition above about 32%;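 note: 0% = median of test compound wells and 100% = reference inhibitor wells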
# * hit, by the source's call.
# Keys: A = GPR151 ag; B = MITF primary; C = FBW7 act; D = TEAD-YAP inh
> CCOC(=O)c1c(NC(=O)C(C)Sc2nnc(CNC(=O)c3ccco3)n2-c2cccc(C)c2C)sc2c1CCCC2 (stereo unspecified)
  A: -1.1	B: 9	C: -0.1	D: 8
> Cc1nc2[nH]c(=S)[nH]c2cc1Br
  A: -1.5	B: 9	C: 0.0	D: -8
> CC(C)NC(=O)CSc1ccccc1C(=O)O
  A: -0.1	B: -13	C: 0.0	D: 1
> CN(C(=O)N1CCN(S(=O)(=O)c2ccccc2)CC1)c1ccccc1
  A: 3.7	B: -3	C: 0.3	D: 0
> O=C(COC(=O)C(Cc1ccccc1)NC(=O)c1ccco1)c1ccccc1 (stereo unspecified)
  A: 2.9	B: 1	C: 0.2	D: 1
> COc1cccc(C(=O)c2sc3nc4cc5c(cc4cc3c2N)OCO5)c1
  A: 0.2	B: -7	C: -0.1	D: 7
> Cc1cccc(N2CCN(C(=O)c3cccc(N4C(=O)C5CC=CC(C)C5C4=O)c3)CC2)c1C (stereo unspecified)
  A: -1.0	B: 2	C: -0.1	D: -5
> COc1cccc(CN2CCN(c3cc(C)nc(N)n3)CC2)c1OC
  A: -0.5	B: 11	C: 0.2	D: -3
> Brc1cccc(-c2nc(-c3cccnc3)no2)c1
  A: 1.9	B: 3	C: -0.1	D: -32
> CC(C)CN(CC(C)C)C(=O)CCNS(=O)(=O)c1ccc2c(c1)CCC(=O)N2
  A: -0.3	B: 9	C: -0.1	D: -6
> CN(C)c1ccc(-c2nnn(Cc3ccccc3Br)n2)cc1
  A: 0.4	B: -7	C: 0.1	D: 19
> COc1cc(OC)c(OC)cc1CN(C)C1CCN(C)CC1
  A: 0.0	B: 25	C: -0.1	D: -4
> CC1SC(C)C(=O)N(CC(=O)NCCc2ccccc2)C1=O (stereo unspecified)
  A: -0.1	B: 12	C: 0.1	D: 1
> Cc1ccc(-n2ncc3c(N4CCN(C)CC4)ncnc32)c(C)c1
  A: 1.6	B: 2	C: 0.2	D: -8
> CCCC1N=C(c2cccc(Br)c2)CC(c2ccccc2O)N1 (stereo unspecified)
  A: 2.4	B: 19	C: 0.1	D: -22
> CCCn1c(C(O)c2cccc(OC)c2OC)nc2ccccc21 (stereo unspecified)
  A: -0.5	B: 1	C: -0.1	D: 3
> CCCCc1ccc(-c2nc(Nc3ccc(C(F)(F)F)cc3)c3ccccc3n2)cc1
  A: -0.2	B: -8	C: -0.1	D: 38*
> O=C(Nc1ccc2nc3n(c(=O)c2c1)CCCCC3)c1cncc(Br)c1
  A: -0.5	B: 11	C: -0.1	D: -3
> COC(=O)COc1cccc(NC(=O)COc2ccccc2)c1
  A: 1.3	B: 0	C: 0.3	D: -3
> CCC(C)N1C(=O)C2C(C(=O)Nc3cc(Cl)cc(Cl)c3)C3C=CC2(O3)C1C(=O)NC1CCCCC1 (stereo unspecified)
  A: -1.3	B: 4	C: -0.1	D: 1
> COc1ccc(-c2noc(CSc3ccc(C)cc3)n2)cc1OC
  A: 0.8	B: -11	C: -0.1	D: -1
> COc1cccc(C(=O)Nc2nnc(SCC(=O)Nc3ccccc3C(F)(F)F)s2)c1OC
  A: -0.8	B: 2	C: 0.2	D: 7
> CCOP(=O)(OCC)C(c1cc(C(C)(C)C)c(O)c(C(C)(C)C)c1)P(=O)(OCC)OCC
  A: -2.2	B: 24	C: 0.3	D: 0
> COc1ccc2c(c1)CCCN2Cn1nc(COc2ccccc2)n(C)c1=S
  A: -0.6	B: 7	C: -0.1	D: 7
> CCN1CCc2c(sc(NC(=O)c3cc(OC)c(OC)c(OC)c3)c2C(N)=O)C1
  A: -0.6	B: 22	C: 0.0	D: -14
> CN(C)CCN1C(=O)CC2(CCCC2)CC1=O
  A: -1.0	B: -11	C: -0.2	D: 5
> COc1cccc(CNC(=O)c2ccc3nc(-c4ccc(C)cc4)c(-c4ccc(C)cc4)nc3c2)c1
  A: -0.4	B: -5	C: 0.0	D: 4
> COC(=O)CN1C(=O)S/C(=C\c2cc(OC)c(O)c([N+](=O)[O-])c2)C1=O
  A: 0.8	B: 4	C: -0.1	D: 0
> CCN(CC)CCN1C(=O)C(O)=C(C(=O)/C=C/c2ccccc2)C1c1ccccc1[N+](=O)[O-] (stereo unspecified)
  A: -0.6	B: 2	C: -0.2	D: -25
> Cn1ncc2c(Nc3ccc(Cl)cc3)nc(N3CCOCC3)nc21
  A: -0.7	B: 20	C: -0.1	D: -5
> CCN1CCN(c2nc3c(C)cccn3c(=O)c2/C=C2\SC(=S)N(CC)C2=O)CC1
  A: 0.1	B: -3	C: 0.1	D: -2
> Cc1ccc(NC(=O)C2C3C=CC4(O3)C2C(=O)N(C2CCCCCCC2)C4C(=O)NC2CCCC(C)C2C)cc1Cl (stereo unspecified)
  A: 0.0	B: 0	C: 0.0	D: 7
> COc1cc2c(cc1NC(=O)COCC(=O)O)oc1ccccc12
  A: -0.1	B: 18	C: 0.8	D: 10
> CN1CCN(Cc2cccc3nonc23)CC1CCO (stereo unspecified)
  A: -2.4	B: 11	C: 0.4	D: -1
> Cc1ccc(S(=O)(=O)NCC(=O)OCc2nc3ccccc3s2)cc1
  A: 2.0	B: -10	C: 0.2	D: -27
> Cc1ccccc1-n1nc2c(c1NC(=O)c1cc3ccccc3oc1=O)CS(=O)C2 (stereo unspecified)
  A: 1.4	B: 8	C: 0.0	D: -27
> CC(=O)c1cc(C)ccc1OC(=O)c1ccccc1Cl
  A: -1.3	B: 6	C: 0.0	D: 3
> Cc1n[nH]c(C)c1S(=O)(=O)N1CCCC(C(=O)N2CCN(c3ccc(F)cc3)CC2)C1 (stereo unspecified)
  A: -0.3	B: -16	C: -0.1	D: 9
> Cc1onc(-c2ccccc2)c1C(=O)Nc1nc2ccccc2[nH]1
  A: 1.0	B: -3	C: -0.2	D: 18
> CCC(Sc1nc(C2CC2)nc2c1c(=O)n(C)c(=O)n2C)C(=O)O (stereo unspecified)
  A: 0.3	B: 13	C: 0.0	D: 1
> CCCCCC(=O)Nc1ccc(NC(=O)CSc2nnc(-c3ccncc3)n2C)cc1
  A: 0.7	B: -3	C: 0.3	D: -3
> CCOC(=O)C1=NNC2(C)C(=O)N(c3cccc(OC)c3)C(=O)C12 (stereo unspecified)
  A: 0.9	B: 17	C: 0.2	D: -5
> NC(=O)CCC(NS(=O)(=O)c1ccc(Cl)cc1)C(=O)O (stereo unspecified)
  A: -0.3	B: 6	C: 0.0	D: 11
> O=C(CCCN1C(=O)c2ccccc2C1=O)NCc1ccco1
  A: -1.5	B: 1	C: -0.1	D: 3
> CN1C(=O)/C(=C\c2ccc(N(C)C)cc2)OC1=S
  A: 0.2	B: 2	C: 0.1	D: 3
> Cc1csc(NC(=O)c2c(O)c3c(n(CC(C)C)c2=O)CCCC3)n1
  A: -0.2	B: -5	C: -0.1	D: 3
> O=C(O)c1ccc(NCN2C(=O)C(=O)c3ccccc32)cc1
  A: -1.0	B: 18	C: 0.6	D: 24
> O=C(CC1C(=O)NCCN1Cc1cccs1)NCc1cc(F)cc(F)c1 (stereo unspecified)
  A: 0.7	B: 12	C: 0.0	D: 16
> CC(=O)OCC1OC(COc2ccc3c(=O)c(-c4cscn4)coc3c2)C(OC(C)=O)C(OC(C)=O)C1OC(C)=O (stereo unspecified)
  A: 1.2	B: 6	C: 0.0	D: 3
> CCOC(=O)C1=C(C)NC2=C(C(=O)C(C(=O)OCC)C(c3ccccc3OC)C2)C1c1ccc(F)cc1 (stereo unspecified)
  A: 0.2	B: -1	C: 0.5	D: -1

# Entries of single compounds from above:
# CCN1CCN(c2nc3c(C)cccn3c(=O)c2/C=C2\SC(=S)N(CC)C2=O)CC1 is listed as GPR151 ag = 0.1; MITF primary = -3; FBW7 act = 0.1; TEAD-YAP inh = -2
# Cc1ccc(S(=O)(=O)NCC(=O)OCc2nc3ccccc3s2)cc1 is listed as GPR151 ag = 2.0; MITF primary = -10; FBW7 act = 0.2; TEAD-YAP inh = -27

# Later entries
# Keys: A = GPR151 ag; B = MITF primary; C = FBW7 act; D = TEAD-YAP inh
> Clc1ccc(CSc2nnnn2-c2ccccc2)c(Cl)c1
  A: 0.5	B: -3	C: 0.0	D: -3
> C/C(=C\c1ccccc1)CN1CCC2(CC1)CC2C(=O)NCCCn1ccnc1 (stereo unspecified)
  A: 1.5	B: 19	C: 0.1	D: -10
> COc1ccccc1NC(=O)COc1ccc2oc3c(c2c1)CCCC3
  A: 2.0	B: -4	C: -0.1	D: -2
> Cc1c(C)n(CC(O)CN2CCC(C)CC2)c2ccccc12 (stereo unspecified)
  A: 1.4	B: 1	C: -0.4	D: -3
> COC(=O)c1ccccc1C1=C([N+](=O)[O-])C(c2ccccc2)C(C#N)=C(N)O1 (stereo unspecified)
  A: -0.4	B: 5	C: 0.0	D: 9
> COCCNc1nccn2c(-c3cccc(O)c3)cnc12
  A: 0.3	B: -6	C: 0.0	D: -4
> O=C(c1ccccc1Cl)N(Cc1ccco1)C1CCS(=O)(=O)C1 (stereo unspecified)
  A: 0.4	B: 23	C: 1.1	D: 6
> COc1cc(N2C(=O)c3c(Cl)c(Cl)c(Cl)c(Cl)c3C2=O)nc(OC)n1
  A: -0.1	B: 8	C: 0.1	D: 3
> CCOC(=O)N1CCN(c2ncnc3c2c(-c2ccccc2)cn3-c2ccc(OC)cc2)CC1
  A: 0.9	B: -1	C: -0.1	D: 2
> CCOC(=O)c1ccc(COC(=O)c2cccc(N3C(=O)C4CC=CCC4C3=O)c2)cc1 (stereo unspecified)
  A: 1.7	B: 2	C: 0.3	D: 12
> CCOC(=O)C1CCN(c2c(N3CCN(c4cccc(C)c4)C(C)C3)c(=O)c2=O)CC1 (stereo unspecified)
  A: -0.5	B: 12	C: 0.0	D: 0
> CCOC(=O)Nc1ccc2nc3n(c(=O)c2c1)CCCCC3
  A: 0.9	B: 12	C: 0.1	D: -34
> C=CCn1c(SCC(=O)c2cc(C)n(-c3ccc(C)c(C)c3)c2C)nc2sc3c(c2c1=O)CCC(C)C3 (stereo unspecified)
  A: 0.0	B: 6	C: 0.0	D: -3
> COC(OC)C12c3ccccc3C(c3ccccc31)C1C(=O)N(c3ccc(I)cc3)C(=O)C12 (stereo unspecified)
  A: -1.2	B: 5	C: 0.7	D: -6
> Cc1nnsc1C(=O)N1CCN(Cc2nc3ccccc3n2Cc2ccccc2)CC1
  A: 0.3	B: -3	C: -0.2	D: -7
> CC(=O)c1cccc(Nc2nc(-c3ccc(Cl)cc3)nc3ccccc23)c1
  A: -0.2	B: 2	C: -0.3	D: 3
> Cc1ccc2nc(C)c(C(=O)N(C)CC(=O)N(C)C)n2c1
  A: 0.9	B: 12	C: 0.0	D: 5
> CCN(c1ccc(C)c(C)c1)S(=O)(=O)c1cccc2nsnc12
  A: -0.3	B: 5	C: -0.4	D: 10
> Cc1sc(NC(=O)c2ccc3c(c2)OCO3)c(C(N)=O)c1C
  A: 1.5	B: 8	C: 0.0	D: -52
> N#CCSc1cccc2cccnc12
  A: 0.4	B: -3	C: -2.1	D: 4
> COc1ccc(CN2C(=O)CN(C3CCCCCC3)C(=O)C2c2ccc(OC)c(OC)c2)cc1 (stereo unspecified)
  A: 0.8	B: 13	C: 0.7	D: -1
> CN(C(=O)COC(=O)c1ccc(NS(=O)(=O)c2cccs2)cc1)C1CCCCC1
  A: 0.6	B: -15	C: -0.1	D: -9
> Cc1csc(NC(=O)CSc2nnc(-c3cccs3)n2C)n1
  A: 0.3	B: 9	C: 0.2	D: 8
> N#Cc1ccc(/C=N/Nc2nc(-c3ccccc3)cs2)cc1
  A: 2.4	B: -2	C: -0.1	D: -1
> CCCOc1ccc(C(=O)Nc2ccc3oc(-c4ccccc4C)nc3c2)cc1
  A: 1.3	B: -6	C: -0.8	D: -27
> COc1ccccc1C1C2=C(NCCN=C2c2ccccc2)C(=O)N1c1ccccc1 (stereo unspecified)
  A: 0.4	B: 2	C: 0.0	D: 6
> CCCCOc1ccc(C2C3=C(CC(C)(C)CC3=O)Nc3ccccc3N2C(=O)C(F)(F)F)cc1 (stereo unspecified)
  A: 0.5	B: 8	C: -0.1	D: 7
> O=S(=O)(Nc1cc(Cl)ccc1Cl)c1cc(Cl)ccc1Cl
  A: -0.8	B: -11	C: 0.0	D: 8
> CC(Sc1ccc2nnc(-c3cccnc3)n2n1)C(=O)O (stereo unspecified)
  A: 1.8	B: 0	C: 0.1	D: -2
> O=C(O)CCC(=O)c1ccc(Cc2ccccc2)cc1
  A: 5.3*	B: 4	C: 0.3	D: 5
> CC1CCc2oc3c(cc(NS(=O)(=O)c4ccc(Cl)cc4)c4ccccc43)c2C1 (stereo unspecified)
  A: 1.0	B: -3	C: -0.1	D: 1
> CC(C)(C)C1(O)CN(c2ccccc2)C2=[N+]1CCCS2 (stereo unspecified)
  A: -0.1	B: 7	C: 0.0	D: 3
> O=C1COc2ccccc2N1Cc1ccc(Cl)cc1
  A: -0.5	B: 6	C: 0.1	D: 0
> Cc1nc2c(c(C)c1CCC(=O)NC1CCCCC1)c(=O)n(C)c(=O)n2C
  A: 0.5	B: 5	C: -0.1	D: 1
> Cc1nc2ccccc2c(=O)n1Cc1ccco1
  A: -0.7	B: 7	C: 0.3	D: 1
> O=C(NCC1(c2cccs2)CCOCC1)c1ccc(Cl)c(Cl)c1
  A: -0.4	B: 6	C: -0.1	D: -11
> Cc1ccc2c(c1)CN(CC(=O)NCc1ncccc1C)CC(c1ccsc1)O2 (stereo unspecified)
  A: 0.1	B: -18	C: 0.0	D: -4
> Cc1ccc2c(C)nc(Nc3nc4ccccc4c(=O)[nH]3)nc2c1
  A: 0.9	B: 3	C: 0.1	D: -30
